Screening results deposited in PubChem BioAssay by several laboratories.
PGE2 EP2 inh – human EP2 receptor antagonists, primary screen, TR-FRET cAMP, C6 glioma cells. C6 glioma cells expressing human EP2; cells stimulated with saturating PGE2. inhibition, % at 25 µM. 260,000 tested, 0.52% active. AID 1422, 2008. Prostaglandin E2 receptor EP2 subtype (Homo sapiens), P43116;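 active = percent inhibition above 40 after rounding to a whole number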;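 also: rat C6 glioma host cells with rolipram phosphodiesterase inhibitor present; the protocol text gives 20 µM as final concentration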
Target sequence (P43116 whole entry, looked up): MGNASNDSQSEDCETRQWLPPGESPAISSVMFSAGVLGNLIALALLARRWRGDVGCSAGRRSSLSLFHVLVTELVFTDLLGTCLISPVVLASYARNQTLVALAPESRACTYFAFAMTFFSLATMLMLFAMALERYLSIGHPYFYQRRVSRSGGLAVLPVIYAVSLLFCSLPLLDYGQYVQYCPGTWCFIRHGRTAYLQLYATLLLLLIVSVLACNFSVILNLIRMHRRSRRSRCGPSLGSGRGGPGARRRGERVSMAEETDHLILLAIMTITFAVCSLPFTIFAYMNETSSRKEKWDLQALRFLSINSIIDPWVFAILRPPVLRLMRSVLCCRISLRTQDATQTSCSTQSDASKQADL
zfTRPN1 agonist – zebrafish TRPN1 channel agonists, primary screen, cell-based, HEK293, calcium fluorescence; transient receptor potential cation channel N1 (TRPN1/NompC), Danio rerio; HEK293 zebrafish TRPN1-YFP, Fluo-8 calcium fluorescence; 100% = response to 87 µM carbachol; activation, % at 3 µM; 220,000 tested, 0.18% active; AID 1424, 2008;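 active = activation above its plate's cutoff, the mean activation of test wells on that plate plus 3 SD, cut at about 19% in these data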;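 also: 0% = DMSO alone and 100% = 87 µM carbachol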
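System: zebrafish TRPN1-YFP in HEK293 cells / Dosing: 3 µM single point / Timing: dye loading 1 h at 37 °C, then 30 min room temperature / Signal: Fluo-8 calcium fluorescence, excitation 470-495 nm, emission 515-575 nm / Read-out basis: percent activation from peak over basal fluorescence ratio, control-normalized / Control set: high carbachol 87 µM, low DMSO alone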
CHOP inh – inhibitors of CHOP promoter induction, primary screen, cell-based, unfolded protein response, luciferase reporter | CHO-K1 CHOP-promoter luciferase, tunicamycin-induced, 15-18 h | inhibition, % at 10 µM | 220,000 tested, 3.8% active;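 active = compounds that reduced the stress-induced luciferase reporter signal by more than about 70% of percent inhibition, limit read from the data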;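 also: 0% = tunicamycin plus vehicle and 100% = wells without tunicamycin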
NPY-Y1 PAM-ag – NPY-Y1 receptor potentiators or agonists, primary screen, cell-based; Neuropeptide Y receptor type 1 (Homo sapiens), P25929; NPY-Y1 expressing cells, potentiator/agonist activation; activation, % at 3.6 µM; 220,000 tested, 0.37% active; AID 1304, 2008; in the data active = activation above about 33%, passing the limit was not always enough;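 also: cells stimulated with NPY at EC10 then isoproterenol at EC100; 0% = low agonist plus stimulus and 100% = saturating agonist plus stimulus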
Target sequence (P25929 whole entry, looked up): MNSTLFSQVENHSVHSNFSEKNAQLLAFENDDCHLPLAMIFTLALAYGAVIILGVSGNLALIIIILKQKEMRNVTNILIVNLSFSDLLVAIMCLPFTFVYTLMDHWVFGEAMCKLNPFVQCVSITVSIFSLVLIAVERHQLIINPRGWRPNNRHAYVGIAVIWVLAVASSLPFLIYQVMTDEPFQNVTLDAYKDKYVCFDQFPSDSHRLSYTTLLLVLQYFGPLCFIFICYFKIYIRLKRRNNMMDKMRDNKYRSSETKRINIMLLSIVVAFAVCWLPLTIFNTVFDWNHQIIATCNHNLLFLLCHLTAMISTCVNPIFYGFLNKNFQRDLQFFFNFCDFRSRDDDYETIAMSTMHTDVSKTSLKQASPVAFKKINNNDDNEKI
EP2 mod – EP2 receptor modulators, cAMP readout, primary screen, cell-based, HTRF cAMP, PGE2 stimulation. Prostaglandin E2 receptor EP2 subtype (Homo sapiens), P43116. EP2-expressing cells, cAMP HTRF FRET, PGE2 co-stimulation. induction, % at 25 µM. 260,000 tested, 0.83% active;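 active = compounds whose cAMP rise, as percent of the full-agonist control response, exceeds 60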;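 also: rat C6 glioma line stably carrying human EP2 under a CMV promoter; the protocol text gives 20 µM as final concentration; 100% = response of wells given 1 µM PGE2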
PPC-1+TRAIL kill – compounds killing PPC-1 cancer cells with TRAIL present, primary screen, TRAIL potentiator project, ATPLite luminescence, uHTS; PPC-1 cells + TRAIL, ATPLite viability luminescence; 220,000 tested, 0.41% active; AID 1443, 2008; cell killing (% activity), % at 4 µM;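 active = cell killing above 50% in the first pass at 4 µM, then a duplicate retest at 5 µM averaging 50% or more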;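 also: plate controls were cells with TRAIL plus DMSO for no effect and medium-only wells lacking cells for full effect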
14-3-3 Bad inh – inhibitors of 14-3-3 zeta/Bad binding, primary screen, biochemical, TR-FRET, bovine 14-3-3 zeta. 14-3-3 protein zeta/delta (Bos taurus), P63103. TR-FRET 14-3-3zeta/Dy647-pBad peptide displacement, 1 h. inhibition, % at 21.7 µM. 220,000 tested, 0.71% active;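 active = inhibition above about 70%, limit read from the data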;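 also: 0% = full 14-3-3 plus peptide FRET controls and 100% = background without 14-3-3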
Target sequence (P63103 whole entry, looked up): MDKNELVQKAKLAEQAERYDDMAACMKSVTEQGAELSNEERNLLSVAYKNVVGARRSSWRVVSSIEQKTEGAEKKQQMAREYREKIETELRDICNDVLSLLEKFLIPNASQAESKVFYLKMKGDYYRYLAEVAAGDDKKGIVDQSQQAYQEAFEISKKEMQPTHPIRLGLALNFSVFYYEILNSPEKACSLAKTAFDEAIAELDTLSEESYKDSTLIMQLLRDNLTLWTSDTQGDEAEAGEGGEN
TRPML3 ag – human TRPML3 channel agonists, primary screen, cell-based, HEK293 TRPML3-YFP, Fluo-8 calcium fluorescence, 3 µM; 220,000 tested, 0.29% active; Mucolipin-3 (Homo sapiens), Q8TDD5; 100% = the carbachol control signal; activation, % at 3 µM;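 active = activation above its plate's cutoff, the mean activation of the plate's test wells plus 3 SD, cut at about 12% in these data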;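 also: 0% = DMSO only wells and 100% = carbachol wells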
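Test system – HEK293 line with stable expression of human TRPML3-YFP channel · Control set – carbachol 87 µM final as high control (100%), DMSO as low control (0%) · Signal – Fluo-8 calcium dye fluorescence, ex 470-495, em 515-575 nm · Incubation – 1-h 37 °C dye load, 5-s basal, 120-s post-compound reads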
NPY Y1 blocker – NPY-Y1 receptor antagonists, primary screen, cell-based. 200,000 tested, 1% active. Neuropeptide Y receptor type 1 (Homo sapiens), P25929. HEK293-CNG Y1 cells, membrane potential fluorescence; NPY at EC95, then isoproterenol. inhibition, % at 3.6 µM;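 active = inhibition above the campaign mean inhibition of all tested compounds plus 3 SD, cut at about 20% in these data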;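 also: 0% = DMSO wells given NPY plus isoproterenol and 100% = isoproterenol alone without NPY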
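Test system: HEK293 cells co-expressing NPY Y1 receptor and cyclic-nucleotide gated channel; Also added: NPY (25 nM), isoproterenol (1 µM), Ro 20-1724 (25 µM); Compound dosing: one concentration, 3.6 µM, in 0.4% DMSO; Timing: dye 3 h, compound 60 min room temperature, stimulation 45 min; Technique: Membrane-potential fluorescent dye readout.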
* = called active by the depositor; / = not tested or not shown; & = joins results of further samples; [ ] = remark or other dose. An excerpt; count on the stated rates, not on these rows.

compound,PGE2 EP2 inh,zfTRPN1 agonist,CHOP inh,NPY-Y1 PAM-ag,EP2 mod,PPC-1+TRAIL kill,14-3-3 Bad inh,TRPML3 ag,NPY Y1 blocker
O=C(NC1CC1)c1cc2c(F)cccc2s1,5,3.9,6,6,-60,28,-10,1.2,3
CC(C)c1nc2c(c(=O)n(C)c(=O)n2C)n1C,6,0.6,6,-11,10,22,-2,0.9,/
CCCCN=Cc1sc2ccc(OCC)cc2c1O,0,0.0,29,7,-40,32,2,0.5,0
CCC1(C)Cc2c(sc3[nH]c(=S)n(Cc4ccccc4)c(=O)c23)CO1 (configuration not stated),15,0.9,-43,18,15,19,8,0.5,0
CCOc1ccc(N2C(=O)CC(NCCc3ccncc3)C2=O)cc1 (configuration not stated),4,0.7,-10,-11,-39,17,-7[fluorescence artefact?],0.1,1
CCn1c(SCC(=O)NC2CCCC2)nnc1-c1c[nH]c2ccccc12,7,1.8,33,-2,0,17,-3,-0.5,2
CC(=O)c1cccc(S(=O)(=O)NC2CCCCCC2)c1,8,0.5,0,-1,-36,-7,-18,-0.6,-5
COC(=O)Cc1[nH]nc2c1C1(C(=O)N(Cc3ccc(Cl)cc3)c3ccccc31)C(C#N)=C(N)O2 (configuration not stated),9,-0.3,9,3,10,0,-13,-0.8,-3
CCN(C(=O)COC(=O)c1ccccc1SCC(=O)NC1CCCCCCC1)C1CCS(=O)(=O)C1 (configuration not stated),6,1.3,42,-5,13,13,-11,0.9,2
Cc1ccc(CC(NC(=O)c2ccccc2)C(=O)N2CCCC2C(=O)O)cc1 (configuration not stated),7,1.4,25,10,17,-9,-4,0.6,12
CC(C)(Oc1ccc(Cl)cc1)C(=O)N1CCN(c2ccccn2)CC1,9,0.8,-8,-42,32,16,11,-0.1,-4
Cc1nnc(NC(=O)c2ccccc2C(=O)O)s1,2,0.4,1,-1,40,12,6,0.0,4
Cc1cc(C)c(C#N)c(SCc2nnc(-c3ccccc3)o2)n1,12,-1.2,66,-26,-28,72*,-12,0.2,13
Cc1cc(/C(N)=N/OC(=O)Nc2ccc(Cl)cc2)no1,7,2.3,-18,11,-59,-9,-4,0.9,/
CSc1ccccc1C(=O)NCCOc1cccc(C)c1,9,-0.9,11,-5,-34,2,-6,-0.3,0
COc1ccccc1-c1c(C)nn2c(N3CCC(C(N)=O)CC3)cc(C)nc12,11,0.4,1,-1,20,23,5,-0.2,-2
CC(C)Nc1nc(NC(C)C)nc(N(C)C(N)=O)n1,0,-1.0,3,0,16,-2,3,0.1,-3
O=C(c1ccc(F)cc1)c1cn[nH]c1-c1ccccc1O,8,2.4,-17,8,-11,-6,0,1.5,-5
Cc1ccc(S(=O)(=O)n2nc(OC(=O)c3c(-c4ccccc4Cl)noc3C)cc2N)cc1,8,-0.3,21,2,1,8,1,0.5,2
COc1ccc(C2OC(=O)CC2C(=O)NC(C)C)cc1 (configuration not stated),2,1.2,19,2,17,1,-8,0.9,1
O=C(NC(=S)N1CCc2ccccc21)c1ccccc1Br,4,0.1,-29,-14,6,9,-11,-0.4,-1
COc1ccc(C)cc1Nc1ccc(C(=O)O)cc1[N+](=O)[O-],6,0.6,-5,-10,-10,3,-3,0.3,3
O=C(NCc1ccccc1Cl)c1ccc2nc[nH]c2c1,15,6.0,-9,-14,5,-5,-6[fluorescence artefact?],0.7,3
Cn1c(=O)c(C(=O)CSc2nnc(Nc3ccccc3)s2)c(N)n(Cc2ccccc2)c1=O,9,-0.4,67,-6,-11,-1,13,0.6,-1

Next section:
Structure	PGE2 EP2 inh	zfTRPN1 agonist	CHOP inh	NPY-Y1 PAM-ag	EP2 mod	PPC-1+TRAIL kill	14-3-3 Bad inh	TRPML3 ag	NPY Y1 blocker
Cc1cc(C)n(-c2nnc(N3CCN(c4ccc(F)cc4)CC3)nn2)n1	-2	1.3	16	-14	-7	7	-2	1.0	6
COc1cccc(C(=O)NCCSc2c(C)[nH]c3ccccc23)c1OC	8	3.0	15	15	-18	14	-4	2.1	/
CCOC(=O)c1c(/N=C/N(C)C)sc(C)c1C	5	0.5	-4	-10	0	-15	0	0.7	4
C=CCOc1ccc(Br)cc1/C=N/O	14	-1.7	-5	-45	13	9	-5	0.0	24*
CCOC(=O)N1CCN(C(=O)CSc2ccc(-c3ccccc3)nn2)CC1	3	0.3	11	-10	12	12	-4	-0.2	3
N#Cc1cn(Cc2ccccc2)c(=O)[nH]c1=O	2	0.7	-14	4	22	2	-2	0.4	4
COCC(C)NC(=O)C1CC(c2cccc(Br)c2)=NO1 (configuration not stated)	7	0.5	-8	-29	-13	-6	-9	0.9	3
c1cc(C2OCCN2CC2COC3(CCCC3)O2)ccn1 (configuration not stated)	11	2.1	-2	-14	4	15	-6	0.0	3
O=C(COC(=O)c1cc(=O)[nH]c2ccccc12)c1ccccc1	6	-1.7	26	4	-12	9	-3	-0.7	5
COc1ccc([N+](=O)[O-])c(OC)c1C(=O)NC(=O)Nc1c(F)cc(F)cc1F	3	0.7	-5	-11	-5	-2	2	-0.1	/
CC1=CC(C)(C)N(S(=O)(=O)c2ccc(C)cc2)c2ccccc21	4	-0.7	/	6	38	-2	8	0.5	20
COc1ccc(C(CC(=O)O)NC(C)=O)cc1OC (configuration not stated)	10	2.2	9	6	27	6	-1	0.2	-13

In the list so far, three have bromine.
Structure	PGE2 EP2 inh	zfTRPN1 agonist	CHOP inh	NPY-Y1 PAM-ag	EP2 mod	PPC-1+TRAIL kill	14-3-3 Bad inh	TRPML3 ag	NPY Y1 blocker
O=C(NC(=S)N1CCc2ccccc21)c1ccccc1Br	4	0.1	-29	-14	6	9	-11	-0.4	-1
C=CCOc1ccc(Br)cc1/C=N/O	14	-1.7	-5	-45	13	9	-5	0.0	24*
COCC(C)NC(=O)C1CC(c2cccc(Br)c2)=NO1 (configuration not stated)	7	0.5	-8	-29	-13	-6	-9	0.9	3

Later entries:
Structure	PGE2 EP2 inh	zfTRPN1 agonist	CHOP inh	NPY-Y1 PAM-ag	EP2 mod	PPC-1+TRAIL kill	14-3-3 Bad inh	TRPML3 ag	NPY Y1 blocker
Cc1nnc(NC(=O)CSc2cn(Cc3ccccc3)c3ccccc23)s1	8	-0.6	43	9	12	-9	-1	-0.1	7
O=C(COc1ncnc2ccccc12)Nc1cc(S(=O)(=O)N2CCOCC2)ccc1Cl	1	2.0	-5	-21	5	23	1	0.4	/
COC(=O)CC1=C(C(=O)OC)C(c2ccncc2)C(C#N)=C(N)O1 (configuration not stated)	14	0.0	11	7	25	13	-1[fluorescence artefact?]	-0.1	2
O=C1CCC(=O)N1c1nc2nc(-c3ccccc3)cc(=O)n2[nH]1	7	0.8	8	3	6	23	39[fluorescence artefact?]	0.7	2
Cc1cc(NC(=O)CSc2ccc(-c3ccc(F)cc3)nn2)no1	7	-1.1	22	-6	-16	12	-1	-0.1	-7
Cc1cccc(C)c1OCC(O)CNS(=O)(=O)c1ccccc1C(=O)N1CCOCC1 (configuration not stated)	9	-0.3	12	-4	12	10	8	1.5	2
O=C(NC(=S)NNS(=O)(=O)c1ccccc1)c1ccccc1[N+](=O)[O-]	10	-0.2	-8	16	27	-4	-26[fluorescence artefact?]	-0.1	-1
CC(OC(=O)c1cccs1)C(=O)NCc1ccco1 (configuration not stated)	7&8	0.5	22	8	7&-38	14	-6	-0.2	6
COC(=O)CN1C2(C#N)CCCCC2CC2CCCCC21C#N (configuration not stated)	13	0.7	6	23	3	46	7	-0.3	6
O=C(Nc1nc(COc2ccccc2)cs1)C1CCC1	8	1.1	37	0	20	8	4	-0.1	2
CCN(CC)C(=O)CSC(Nc1ccc(F)cc1)=C(C#N)C#N	10	8.9	14	15	-20	12	-3	4.5	/
Cc1ccc(N2CCN(c3ccc(C)cc3)C2c2ccccn2)cc1	8	0.4	62	-11	15	18	4	-0.1	3

Exported with each value named: two of the compounds above.
> Cc1ccc(CC(NC(=O)c2ccccc2)C(=O)N2CCCC2C(=O)O)cc1 (configuration not stated)
  PGE2 EP2 inh: 7	zfTRPN1 agonist: 1.4	CHOP inh: 25	NPY-Y1 PAM-ag: 10	EP2 mod: 17	PPC-1+TRAIL kill: -9	14-3-3 Bad inh: -4	TRPML3 ag: 0.6	NPY Y1 blocker: 12
> COc1ccc([N+](=O)[O-])c(OC)c1C(=O)NC(=O)Nc1c(F)cc(F)cc1F
  PGE2 EP2 inh: 3	zfTRPN1 agonist: 0.7	CHOP inh: -5	NPY-Y1 PAM-ag: -11	EP2 mod: -5	PPC-1+TRAIL kill: -2	14-3-3 Bad inh: 2	TRPML3 ag: -0.1	NPY Y1 blocker: /

Remaining list, next part.
Structure	PGE2 EP2 inh	zfTRPN1 agonist	CHOP inh	NPY-Y1 PAM-ag	EP2 mod	PPC-1+TRAIL kill	14-3-3 Bad inh	TRPML3 ag	NPY Y1 blocker
CC1=NN(c2ccccc2)C(=O)/C1=C\c1cc(C)n(C)c1C	8	-0.9	-11	10	1	15	-2	-0.6	/
N#Cc1cccc(-c2nnc(SCc3ccccc3C#N)o2)c1	5	0.8	17	-10	16	17	-7	0.1	0
COc1ccc2sc(N3C(=O)C4CC=C(C)CC4C3=O)nc2c1 (configuration not stated)	5	0.2	47	6	23	-1	-1	-0.4	-4
Cc1cc(NC(=O)c2cc([N+](=O)[O-])ccc2Cl)no1	3	-0.8	-10	2	0	6	6	0.5	/
CCc1c(C(=O)NC2CCCC2)csc1C	8	-0.7	22	-23	-2	20	-9	-0.7	8
Cc1ccc(-c2nc(CS(=O)(=O)CC(=O)N3CC(C)CC(C)C3)c(C)o2)cc1 (configuration not stated)	7	4.3	54	15	18	16	7[fluorescence artefact?]	0.4	5
CC(=O)N1CCCc2cc(S(=O)(=O)N3CCc4ccccc4C3)ccc21	9	1.1	-2	16	-28	14	2	1.4	-1
